IDE exosite inh: exo-site inhibitors of human IDE, primary screen, biochemical, fluorescence anisotropy, probe displacement. purified IDE, FL-6b probe fluorescence polarization; hits give low values. z-score at 20 µM. 17,000 compounds, 6.3% hits. AID 1259349, 2017;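 active = z-score of -3 or lower, meaning strong loss of probe binding signal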;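 also: His-tagged human IDE residues 42-1019 made in E. coli with 30 nM FL-6b probe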
Target sequence (P14735 42-1019 limits assumed): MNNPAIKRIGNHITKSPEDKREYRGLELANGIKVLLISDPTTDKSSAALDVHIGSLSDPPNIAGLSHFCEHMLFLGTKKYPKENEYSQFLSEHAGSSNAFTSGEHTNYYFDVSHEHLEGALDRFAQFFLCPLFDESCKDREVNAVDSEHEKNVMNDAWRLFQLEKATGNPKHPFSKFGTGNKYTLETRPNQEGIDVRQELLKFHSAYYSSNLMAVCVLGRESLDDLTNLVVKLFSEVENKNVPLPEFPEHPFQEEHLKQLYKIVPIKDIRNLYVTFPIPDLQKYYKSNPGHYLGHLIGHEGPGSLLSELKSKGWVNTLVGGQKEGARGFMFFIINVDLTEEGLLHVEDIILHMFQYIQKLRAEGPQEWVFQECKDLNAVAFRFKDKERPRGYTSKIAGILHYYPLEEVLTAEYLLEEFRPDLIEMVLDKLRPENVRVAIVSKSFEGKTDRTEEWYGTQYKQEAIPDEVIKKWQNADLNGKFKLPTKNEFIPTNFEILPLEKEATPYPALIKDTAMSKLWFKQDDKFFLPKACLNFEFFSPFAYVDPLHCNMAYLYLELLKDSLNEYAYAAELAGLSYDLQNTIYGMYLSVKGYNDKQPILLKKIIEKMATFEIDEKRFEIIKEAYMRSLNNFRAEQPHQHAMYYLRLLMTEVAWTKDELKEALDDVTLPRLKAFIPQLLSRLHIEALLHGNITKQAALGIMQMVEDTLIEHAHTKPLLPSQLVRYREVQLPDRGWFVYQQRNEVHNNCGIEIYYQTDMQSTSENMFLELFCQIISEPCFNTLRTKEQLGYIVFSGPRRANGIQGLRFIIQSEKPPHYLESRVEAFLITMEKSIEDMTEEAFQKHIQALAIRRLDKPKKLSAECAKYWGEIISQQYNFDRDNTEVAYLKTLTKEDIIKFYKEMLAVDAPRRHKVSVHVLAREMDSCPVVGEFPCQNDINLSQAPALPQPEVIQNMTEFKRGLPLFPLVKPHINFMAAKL
The depositor's hits bear a star; & = joins results of further samples. Only part of the results is shown (hit frequency here may not be typical).

SMILES	IDE exosite inh
Cc1ccc(CN2CC(=O)N3[C@@H](CO)[C@@H](c4ccc(Br)cc4)[C@@H]3C2)cc1	-1.8
O=C(C[C@H]1CC[C@@H]2[C@H](COC[C@@H](O)CN2C(=O)c2cccnc2)O1)NCC1CC1	0.32
CCN(C[C@H]1N[C@H](CO)[C@H]1c1ccccc1)C(=O)c1ccncc1	1.5
COCC(=O)N1CCCCN2[C@@H](CO)[C@@H](c3ccc(-c4ccc(F)cc4)cc3)[C@@H]2C1	0.72
COc1cccc(S(=O)(=O)Nc2ccc3c(c2)C(=O)N(C)[C@H]2CC[C@@H](CC(=O)NCC4CCCCC4)O[C@@H]2CO3)c1	-3.2*
CN1C(=O)c2cc(NC(=O)c3cccc(C(F)(F)F)c3)ccc2OC[C@@H]2O[C@@H](CC(=O)NCCN3CCCC3)CC[C@@H]21	-0.35
CS(=O)(=O)N1CC(=O)N2[C@@H](CO)[C@H](c3ccc(Br)cc3)[C@@H]2C1	-0.62
C[C@H]1CN([C@@H](C)CO)C(=O)c2cc(C3=CCCCC3)cnc2O[C@@H]1CN(C)S(=O)(=O)c1cn(C)cn1	-0.53
CC(C)NC(=O)Nc1ccc2c(c1)C(=O)N([C@@H](C)CO)C[C@H](C)[C@@H](CN(C)C(=O)C1CCCCC1)OCCCC[C@H](C)O2	0.14
CN(C)C(=O)c1ccc(-c2ccc([C@H]3[C@@H](CO)N4CCCCN(CCC(F)(F)F)C[C@@H]34)cc2)cc1	0.91
COc1ccc2c3c(n(C)c2c1)[C@@H](CO)N(C)CC31CCN(C(=O)CN2CCOCC2)CC1	-1.1
COc1ccc(S(=O)(=O)N(C)C[C@@H]2OCCCC[C@H](C)Oc3ccc(NC(=O)Cc4ccccc4)cc3C(=O)N([C@H](C)CO)C[C@@H]2C)cc1	1.2
CNC[C@H]1OCCCC[C@H](C)Oc2ccc(N)cc2C(=O)N([C@@H](C)CO)C[C@@H]1C	0.77
O=C(Nc1cc(F)ccc1F)N[C@H]1CC[C@@H](CC(=O)N2CCc3ccccc3C2)O[C@@H]1CO	3.3
O=C(C[C@H]1C=C[C@H](NC(=O)Nc2cccc(F)c2)[C@@H](CO)O1)NCC1CCCCC1	1.3
CN1C(=O)c2cc(NC(=O)Nc3ccccc3F)ccc2OC[C@H]2O[C@@H](CC(=O)NCCc3ccncc3)CC[C@H]21	-1.5
O=C(C[C@H]1CC[C@H]2[C@@H](COC[C@H](O)CN2C(=O)c2ccccc2F)O1)NCc1ccc(Cl)c(Cl)c1	-1.8
CN1C(=O)c2cc(NC(=O)c3cnccn3)ccc2OC[C@H]2O[C@@H](CC(=O)N[C@@H]3CCN(Cc4ccccc4)C3)CC[C@H]21	-0.18
COC(=O)C[C@@H]1CC[C@H]2[C@@H](COC[C@H](O)CN2S(=O)(=O)c2cn(C)cn2)O1	-0.009
CCCNC(=O)N1[C@H](C#N)[C@@H](c2ccccc2)[C@H]1CO	3.9
CN(C)CC#Cc1ccc([C@H]2[C@H](CO)N3CCCCN(C(=O)Nc4ccc(F)cc4)C[C@@H]23)cc1	0.7
C[C@@H]1CCCCO[C@@H](CN(C)C(=O)c2ccncc2)[C@H](C)CN([C@@H](C)CO)C(=O)c2cc(NC(=O)CCC(F)(F)F)ccc2O1	0.98
O=C1CN(S(=O)(=O)c2ccccc2)C[C@H]2[C@H](c3ccc(C4=CCCC4)cc3)[C@@H](CO)N12	2.8
N#Cc1ccc(-c2ccc(C3[C@H]4CNC[C@@H]3N4C(=O)Nc3ccc(F)cc3)cc2)cc1 (some centres undefined)	3.5

An excerpt from above in order of length of the SMILES, highest first:
SMILES	IDE exosite inh
CC(C)NC(=O)Nc1ccc2c(c1)C(=O)N([C@@H](C)CO)C[C@H](C)[C@@H](CN(C)C(=O)C1CCCCC1)OCCCC[C@H](C)O2	0.14
CN(C)CC#Cc1ccc([C@H]2[C@H](CO)N3CCCCN(C(=O)Nc4ccc(F)cc4)C[C@@H]23)cc1	0.7
COCC(=O)N1CCCCN2[C@@H](CO)[C@@H](c3ccc(-c4ccc(F)cc4)cc3)[C@@H]2C1	0.72

The list goes on:
SMILES	IDE exosite inh
COc1ccc(-c2ccc([C@H]3[C@@H](C#N)N(C(=O)NC4CCCCC4)[C@H]3CO)cc2)cc1	0.59
N#C[C@H]1[C@@H](c2ccccc2)[C@H](CO)N1C(=O)c1ccccc1F	0.2
CO[C@@H]1CC[C@@H]2CCOc3c(C#N)cccc3C(=O)N(C)CCCC(=O)N(C)C[C@H]1O2	-0.053
C[C@H](O)C#Cc1ccc([C@@H]2[C@H](CO)N3CCCCN(S(=O)(=O)Cc4ccccc4)C[C@@H]23)cc1	-2.4
CC(=O)NC[C@H]1[C@@H](c2ccc(C#CC(C)C)cc2)[C@@H](CO)N1C(=O)C1CC1	3.1
C/C=C/c1ccc([C@@H]2[C@@H](CN(C)C(=O)NC3CCCC3)N(C(C)=O)[C@H]2CO)cc1	0.98
COc1cccc(C(=O)Nc2ccc3c(c2)OC[C@H](C)N(CCc2ccccc2)C[C@@H](C)[C@@H](OC)CN(C)C3=O)c1	-0.039
O=C(C1CCC1)N1C[C@H]2[C@@H](c3ccccc31)[C@H](CO)N2C(=O)Nc1cccc(F)c1	3.4
CN(C)C(=O)c1ccc(-c2ccc(C3[C@H]4CNC[C@@H]3N4Cc3ccccn3)cc2)cc1 (some centres undefined)	0.14
CO[C@@H]1CN(C)C(=O)c2cc(NC(=O)NC3CCCCC3)ccc2OC[C@@H](C)N(CC2CCOCC2)C[C@@H]1C	-0.09
C[C@H](O)C#Cc1ccc([C@H]2[C@H]3CN(C(=O)c4cccc(F)c4)CCCCN3[C@H]2CO)cc1	4.9
CN1C(=O)c2cc(NC(=O)Cc3cccs3)ccc2OC[C@H]2O[C@@H](CC(=O)NCCc3ccncc3)CC[C@@H]21	-1.5
COCC(=O)NC[C@@H]1N[C@@H](CO)[C@H]1c1ccc(-c2ccccc2F)cc1	-3.8*
C[C@@H]1CN([C@H](C)CO)C(=O)c2cc(NC(=O)C3CC3)ccc2O[C@H]1CN(C)S(=O)(=O)c1ccccc1	-3.5*
C[C@@H]1CN([C@@H](C)CO)C(=O)CCCn2nncc2CO[C@H]1CN(C)S(=O)(=O)c1ccc(Oc2ccccc2)nc1	-0.059
O=C(C1CCC1)N1CCCCN2[C@H](CO)[C@@H](c3ccc(-c4ccncc4)cc3)[C@H]2C1	0.44
N#Cc1cccc(-c2ccc3c(c2)[C@H]2[C@H](CCN2C(=O)CN2CCOCC2)[C@H](CO)N3)c1	0.75
C/C=C/c1ccc([C@H]2[C@@H](CO)N(S(C)(=O)=O)[C@@H]2CN(C)C(=O)CC)cc1	1.8
C[C@@H]1CN([C@H](C)CO)C(=O)c2cc(NC(=O)CCCCCC(=O)Nc3ccccc3N)ccc2O[C@@H](C)CCCCO[C@H]1CN(C)Cc1ccc(Cl)c(Cl)c1	0.8
CO[C@H]1CN(C)C(=O)c2cc(NC(=O)CC(F)(F)F)ccc2OC[C@H](C)N(CC2CC2)C[C@@H]1C	1.6
O=C(CN1CCOCC1)N1CC(=O)N2[C@H](CO)[C@@H](c3ccc(/C=C/c4ccccc4)cc3)[C@@H]2C1	-4.4*
O=C(Nc1ccccc1)N1CCCCN2[C@H](CO)[C@@H](c3ccc(C#Cc4cccnc4)cc3)[C@@H]2C1	1.7
C[C@H]1CN([C@@H](C)CO)C(=O)c2c(c3ccccc3n2C)-c2ccccc2CO[C@@H]1CN(C)C(=O)[C@H](Cc1ccccc1)N(C)C	0.021
Cc1ccccc1S(=O)(=O)N1CCCCN2[C@H](CO)[C@H](c3ccc(-c4cncnc4)cc3)[C@@H]2C1	4.5

Reprinted at random: 6 compounds from above, in no set order.
SMILES	IDE exosite inh
N#Cc1cccc(-c2ccc3c(c2)[C@H]2[C@H](CCN2C(=O)CN2CCOCC2)[C@H](CO)N3)c1	0.75
C[C@H]1CN([C@@H](C)CO)C(=O)c2c(c3ccccc3n2C)-c2ccccc2CO[C@@H]1CN(C)C(=O)[C@H](Cc1ccccc1)N(C)C	0.021
C[C@@H]1CN([C@H](C)CO)C(=O)c2cc(NC(=O)C3CC3)ccc2O[C@H]1CN(C)S(=O)(=O)c1ccccc1	-3.5*
O=C(Nc1ccccc1)N1CCCCN2[C@H](CO)[C@@H](c3ccc(C#Cc4cccnc4)cc3)[C@@H]2C1	1.7
COCC(=O)NC[C@@H]1N[C@@H](CO)[C@H]1c1ccc(-c2ccccc2F)cc1	-3.8*
C[C@@H]1CN([C@@H](C)CO)C(=O)CCCn2nncc2CO[C@H]1CN(C)S(=O)(=O)c1ccc(Oc2ccccc2)nc1	-0.059

(continued)
SMILES	IDE exosite inh
O=C1CN(Cc2ccccc2)C[C@@H]2[C@H](c3ccc(Br)cc3)[C@@H](CO)N12	-1.1
C[C@@H]1CN([C@H](C)CO)C(=O)c2ccccc2-c2ccccc2CO[C@H]1CN(C)C(=O)c1cc(Cl)cc(Cl)c1	0.34
O=C(Cc1cccnc1)N1CC2(C1)[C@H](c1ccccc1)[C@H](CO)N2C(=O)C1CCOCC1	0.52
Cc1cccc(S(=O)(=O)N2C[C@H](O)COC[C@H]3O[C@@H](CC(=O)Nc4ccccc4)CC[C@@H]32)c1	1.7
O=C(Cc1cccnc1)N1CC(=O)N2[C@@H](CO)[C@H](c3ccc(-c4cccc(F)c4)cc3)[C@@H]2C1	-1.9
Cc1noc(C)c1NC(=O)N(C)C[C@@H]1OCc2cn(nn2)CCCC(=O)N([C@@H](C)CO)C[C@H]1C	0.55
COc1ccc2c3c([nH]c2c1)[C@@H](CO)N(Cc1ccncc1)CC31CN(Cc2ccc(-c3ccccn3)cc2)C1	-2.3
C[C@@H](O)C#Cc1ccc([C@H]2[C@@H](CO)N3CCCCN(CC4CCOCC4)C[C@H]23)cc1	3.5
N#C[C@H]1N[C@H](CO)[C@H]1c1ccccc1	3.8
CC(=O)NC[C@H]1[C@H](c2ccc(-c3ccccc3)cc2)[C@@H](CO)N1C(=O)C1CC1	3.2
O=C(Cc1ccccn1)N1CC(=O)N2[C@H](C1)[C@@H](c1ccc(C#CC3CC3)cc1)[C@@H]2CO	-3.1*
COc1ccc(-c2ccc([C@@H]3[C@@H](CO)N(C(=O)C4CCCCC4)[C@H]3C#N)cc2)cc1	1.6
COCC(=O)N1CC2(CN(S(C)(=O)=O)C2)c2c(n(C)c3cc(OC)ccc23)[C@H]1CO	0.79
C/C=C/c1ccc([C@H]2[C@@H](CO)N(C(=O)C3CC3)[C@@H]2CN(CC)C(C)=O)cc1	0.63
N#C[C@@H]1[C@H](c2ccc(C#CC3CCCCC3)cc2)[C@@H](CO)N1S(=O)(=O)c1ccccc1	3.4
C[C@@H](O)C#Cc1ccc([C@@H]2[C@H]3CN(S(=O)(=O)Cc4ccccc4)CCCCN3[C@H]2CO)cc1	4.4
O=S(=O)(c1ccccc1)N1CCCCN2[C@@H](CO)[C@@H](c3ccc(C#Cc4ccccc4)cc3)[C@@H]2C1	-5.9*
COc1ccc(S(=O)(=O)Nc2ccc3c(c2)[C@H]2C[C@@H](CC(=O)N(C)C)O[C@H](CO)[C@H]2O3)cc1	0.24
COc1ccc2c3c([nH]c2c1)[C@H](CO)NCC31CN(S(=O)(=O)c2cccs2)C1	-0.59
CC(=O)NC[C@H]1[C@H](c2ccc(-c3ccccc3F)cc2)[C@H](CO)N1C(=O)C1CC1	-2.2
C/C=C/c1ccc([C@@H]2[C@@H](CO)N(C(=O)C3CC3)[C@H]2CN(C)C(=O)CN(C)C)cc1	0.98
COc1ccc(S(=O)(=O)N2C[C@H](O)COC[C@@H]3O[C@@H](CC(=O)N[C@H]4CCN(Cc5ccccc5)C4)CC[C@H]32)cc1	-1.4
CCCNC(=O)N1[C@H](CO)[C@@H](c2ccccc2)C12CN(C(=O)C1CCCCC1)C2	-0.12
COc1cccc(C(=O)N2C[C@H]3[C@@H](c4ccccc42)[C@@H](CO)N3C(=O)c2cccc(F)c2)c1	2.3
O=S(=O)(c1cccc(F)c1)N1[C@@H]2CNC[C@H]1C2c1ccc(/C=C/c2ccccc2)cc1 (some centres undefined)	-0.97&2.5
C[C@H]1COCc2cn(nn2)CCCC(=O)N1	1.8
CC(C)c1cccc(NC(=O)C[C@H]2CC[C@H]3[C@@H](COc4ccc(NC(=O)NCc5ccccc5)cc4C(=O)N3C)O2)c1	-0.35
CCS(=O)(=O)N1CC(=O)N2[C@H](CO)[C@@H](c3ccc(C#CC4CCCC4)cc3)[C@@H]2C1	4
COc1ccc(C#Cc2ccc([C@H]3[C@H]4CN(C(=O)c5cccnc5)CC(=O)N4[C@H]3CO)cc2)cc1	-0.5
O=C(NC1CCCC1)[C@@H]1[C@@H](CO)[C@@H]2Cn3c(ccc(C4=CCCCC4)c3=O)[C@H]1N2CC1CC1	0.17
C[C@@H]1CN([C@H](C)CO)S(=O)(=O)c2ccc(C#Cc3cccc(F)c3)cc2O[C@@H]1CN(C)S(=O)(=O)c1cn(C)cn1	-1.6
O=C(c1cnccn1)N1CC(=O)N2[C@H](CO)[C@H](c3ccc(C#CC4CCCCC4)cc3)[C@@H]2C1	0.18
O=C(c1cccc(F)c1)N1CC(=O)N2[C@@H](CO)[C@H](c3ccc(-c4ccccc4F)cc3)[C@@H]2C1	-3
Cc1ccccc1-c1ccc([C@H]2[C@@H](CO)N3CCCCN(CC4CC4)C[C@H]23)cc1	-11*
CCCC(=O)N1CC2(CCN(S(C)(=O)=O)CC2)c2c([nH]c3cc(OC)ccc23)[C@H]1CO	0.5
COc1ccccc1NC(=O)N1CC(=O)N2[C@H](C1)[C@H](c1ccc(C#Cc3ccc(F)cc3)cc1)[C@@H]2CO	2.7
COc1cc(CN2[C@@H]3CNC[C@H]2C3c2ccc(-c3cccc(C)c3)cc2)cc(OC)c1 (some centres undefined)	-7.2*
O=C(CC1CC1)N1CC(=O)N2[C@@H](CO)[C@@H](c3ccc(-c4cccnc4)cc3)[C@@H]2C1	-1.4
CCS(=O)(=O)Nc1ccc2c(c1)C(=O)N(C)C[C@H](OC)[C@H](C)CN(C(=O)c1ccc3c(c1)OCO3)[C@@H](C)CO2	1.2
COc1cccc(-c2ccc([C@H]3[C@H](CO)N4CCCCN(S(=O)(=O)c5cccs5)C[C@@H]34)cc2)c1	3
